RBX1-CUL1 inh: inhibitors of human ROC1-CUL1 ubiquitin ligase activity; E3 ubiquitin-protein ligase RBX1 (Homo sapiens) + Cullin-1 (Homo sapiens), P62877+Q13616; AID 1347404, 2020; 0.6% of 140,000 active; in vitro K48 di-Ub FRET, acceptor:donor ratio, 45 min; inhibition, % at 10 µM; in the data active = inhibition above about 25%
Target sequence (P62877 whole entry, looked up): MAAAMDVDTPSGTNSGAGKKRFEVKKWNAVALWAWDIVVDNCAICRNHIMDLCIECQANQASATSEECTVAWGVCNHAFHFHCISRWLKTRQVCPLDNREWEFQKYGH
Target sequence (Q13616 whole entry, looked up): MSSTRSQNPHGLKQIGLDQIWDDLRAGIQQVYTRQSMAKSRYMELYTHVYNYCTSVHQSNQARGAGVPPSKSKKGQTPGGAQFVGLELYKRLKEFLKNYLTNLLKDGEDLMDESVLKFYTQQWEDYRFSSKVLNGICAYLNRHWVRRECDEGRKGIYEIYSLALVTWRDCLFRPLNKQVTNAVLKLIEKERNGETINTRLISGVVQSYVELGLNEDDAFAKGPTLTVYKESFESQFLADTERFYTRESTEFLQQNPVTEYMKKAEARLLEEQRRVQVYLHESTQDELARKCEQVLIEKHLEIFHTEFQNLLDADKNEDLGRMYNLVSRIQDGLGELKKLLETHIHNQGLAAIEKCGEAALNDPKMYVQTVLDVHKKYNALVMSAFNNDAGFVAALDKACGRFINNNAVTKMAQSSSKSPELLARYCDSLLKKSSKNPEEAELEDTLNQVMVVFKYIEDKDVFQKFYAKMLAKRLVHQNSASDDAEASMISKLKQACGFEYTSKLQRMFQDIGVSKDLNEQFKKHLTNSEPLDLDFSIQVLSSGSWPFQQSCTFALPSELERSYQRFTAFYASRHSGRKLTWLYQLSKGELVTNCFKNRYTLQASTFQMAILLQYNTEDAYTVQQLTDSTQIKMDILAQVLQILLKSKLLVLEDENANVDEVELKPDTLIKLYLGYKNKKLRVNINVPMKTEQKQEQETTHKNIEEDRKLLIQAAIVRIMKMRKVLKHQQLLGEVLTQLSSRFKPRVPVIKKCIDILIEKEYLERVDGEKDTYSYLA
Active calls of the source: *. Some of the compounds tested; count on the stated rates, not on these rows.

Screening N#CC1C(=N)Oc2c(ccc3cccnc23)C1c1ccc(Cl)c(Cl)c1 (configuration not stated) returned RBX1-CUL1 inh -8.8.
Screening Cc1c(Cl)cccc1NC(=O)Cn1cnc2nc3c(cc2c1=O)CCCC3 returned RBX1-CUL1 inh -11.0.
Screening CCOC(=O)C1=C(C)N=c2s/c(=C\c3cc4c(cc3C)OCO4)c(=O)n2C1c1ccc(OC)cc1 (configuration not stated) returned RBX1-CUL1 inh -7.2.
`COc1ccc(CC(=O)NCCc2sc(-c3ccc(Cl)cc3)nc2C)cc1OC` gave RBX1-CUL1 inh -8.9.
For CCOC(=O)COc1ccccc1C1Nc2ccccc2C(=O)N1c1cccc(Cl)c1 (configuration not stated) the results were RBX1-CUL1 inh -6.9.
Cc1ccnc(NCc2ccc(Cl)cc2)c1 was read as RBX1-CUL1 inh -1.9.
Screening CCC(=O)N1CCc2cc(Br)cc(S(=O)(=O)N3CCN(c4cc(C)ccc4C)CC3)c21 returned RBX1-CUL1 inh -0.6.
CCOc1ccc(NC(=O)CSc2nnc(CNC(=O)c3c(F)cccc3Cl)o2)cc1 was read as RBX1-CUL1 inh -3.1.
Screening Fc1nc(F)c(F)c(Oc2cc(Br)c(Br)cc2Oc2c(F)c(F)nc(F)c2F)c1F returned RBX1-CUL1 inh -1.9.
Screening CCOc1ccc(CCNC(=O)C2CCN(Cc3nc(-c4ccc(OC)c(OC)c4)oc3C)CC2)cc1OCC returned RBX1-CUL1 inh -4.4.
Screening COc1ccc(/C=C2/SC(=NCc3ccco3)NC2=O)cc1 returned RBX1-CUL1 inh -8.1.
CCc1n[nH]c(=O)c2cc3oc(C)c(C)c3n12 was read as RBX1-CUL1 inh -4.0.
Screening C=CCOc1ccc(/C=C2\SC(=O)N(Cc3ccccc3)C2=O)cc1OC returned RBX1-CUL1 inh -3.8.
For Cc1cc(C)c2c(n1)sc1c(=O)n(-c3cc(Cl)ccc3C)nnc12 the results were RBX1-CUL1 inh -1.8.
For Cc1ccc(S(=O)(=O)Nc2ccc(NC(=O)C3CC3c3ccc(Cl)cc3)cc2)cc1 (configuration not stated) the results were RBX1-CUL1 inh 6.2.
Screening CC1CN(c2ccc(O)cc2)c2nc3c(c(=O)[nH]c(=O)n3C)n2C1 (configuration not stated) returned RBX1-CUL1 inh -2.5.
`Cc1cc(C)n(CCN(C)C(=O)CC2(c3cccc(C(F)(F)F)c3)CC(=O)N(C3CC3)C2=O)n1` (configuration not stated) gave RBX1-CUL1 inh -5.4.
`Cn1c(SCC(=O)N2CCOCC2)nc2sc3c(c2c1=O)CCC3` gave RBX1-CUL1 inh -2.9.
For CCOc1ccc(-c2ncn(CCO)c2[N+](=O)[O-])cc1 the results were RBX1-CUL1 inh -0.1.
For CCC1CN(Cc2ccc(NC(C)=O)cc2)Cc2cc(OC)ccc2O1 (configuration not stated) the results were RBX1-CUL1 inh 2.0.

Overlap with the part before: 3 compounds, then new ones.
`Cn1c(SCC(=O)N2CCOCC2)nc2sc3c(c2c1=O)CCC3` gave RBX1-CUL1 inh -2.9.
For CCOc1ccc(-c2ncn(CCO)c2[N+](=O)[O-])cc1 the results were RBX1-CUL1 inh -0.1.
For CCC1CN(Cc2ccc(NC(C)=O)cc2)Cc2cc(OC)ccc2O1 (configuration not stated) the results were RBX1-CUL1 inh 2.0.
`O=C(Nc1c(C(=O)N2CCN(c3ccccc3)CC2)oc2ccccc12)c1ccc(Br)o1` gave RBX1-CUL1 inh -2.5.
`Cc1ccc(N(C)S(=O)(=O)c2nnc(NC(=O)C3CCCCC3)s2)cc1` gave RBX1-CUL1 inh -5.2.
For O=C(Nc1ccccc1)OC1Cc2ccccc2Sc2ccc(Cl)cc21 (configuration not stated) the results were RBX1-CUL1 inh 0.4.
Screening CCn1c(CNC(=O)COc2ccc(C(C)C)cc2)nnc1SCC(=O)Nc1ncc(C)s1 returned RBX1-CUL1 inh -2.5.
For CN(C)CCN(CC1CCCN(Cc2ccccc2F)C1)C(=O)CN1CCCC1=O (configuration not stated) the results were RBX1-CUL1 inh 2.2.
COCc1[nH]nc2c1C1(C(=O)Nc3ccccc31)C(C#N)C(=N)O2 (configuration not stated) was read as RBX1-CUL1 inh -3.6.
For Cc1ccc(NC(=O)c2oc3ccc4c(c3c2C)C(=O)CC(C)(C)O4)c(C)c1 the results were RBX1-CUL1 inh -2.8.
CCNC(=O)CCCN1C(=O)CCn2nc(-c3cccn3C)cc21 was read as RBX1-CUL1 inh 13.9.
Screening COc1ccc(NC(=O)CN(C)S(=O)(=O)c2cnc[nH]2)cc1 returned RBX1-CUL1 inh 3.3.
Screening Cc1cc(C)nc(NS(=O)(=O)c2ccc(N=C3NC(=O)CS3)cc2)n1 returned RBX1-CUL1 inh -5.9.
Screening COc1ccc(S(=O)(=O)Nc2cccc(N3CCOCC3)c2)c2ccccc12 returned RBX1-CUL1 inh 9.1.
`Nc1ncnc(N2CCOCC2)c1N` gave RBX1-CUL1 inh -10.2.
Screening COc1ccc(OC)c(C2C(C(=O)c3ccc4c(c3)OCCO4)C(=O)C(=O)N2CCN(C)C)c1 (configuration not stated) returned RBX1-CUL1 inh 0.7.
Cc1ccc(C(=O)CSc2nc(-c3ccccc3)nc3c2CCCC3)c(C)c1 was read as RBX1-CUL1 inh 6.0.
`CCCN(Cc1cccs1)C(=O)Nc1ccc(OCC)cc1` gave RBX1-CUL1 inh 2.6.
`O=C(C1COc2ccccc2O1)N(Cc1cccnc1)c1nc2c(F)cc(F)cc2s1` (configuration not stated) gave RBX1-CUL1 inh 8.2.
`Cc1c(-c2nnnn2-c2ccc(F)cc2)cnc2cc3c(cc12)OCO3` gave RBX1-CUL1 inh -0.7.
`COc1ccc(S(=O)(=O)N2CCCCC2)cc1C(=O)Nc1ccccc1` gave RBX1-CUL1 inh -1.9.
For CC(C)(C)OC(=O)N1CCC(c2c(C(=O)N3CCN(C(=O)c4ccco4)CC3)cnn2-c2ccc(F)cc2F)CC1 the results were RBX1-CUL1 inh -1.4.
For CCN1C(=O)/C(=c2/s/c(=C3/N(C)c4ccccc4C3(C)C)c(=O)n2-c2ccccc2)SC1=S the results were RBX1-CUL1 inh 13.3.
`Cc1ccccc1N1CCN(C(=O)c2c(Cl)cccc2Cl)CC1` gave RBX1-CUL1 inh -1.9.
Cc1ccc(CN2COc3ccc4c(C)cc(=O)oc4c3C2)cc1 was read as RBX1-CUL1 inh 0.1.
Screening Cc1cnc(NC(=O)c2oc3ccccc3c2C)s1 returned RBX1-CUL1 inh 2.7.
Screening Cc1ccc(C)c(-c2cn3c(C(=O)N4CCOCC4)csc3n2)c1 returned RBX1-CUL1 inh 13.3.
CCSc1nnc2c(n1)OC(c1sccc1C)N(C(C)=O)c1ccccc1-2 (configuration not stated) was read as RBX1-CUL1 inh 5.5.
For CCc1nc2ccccc2n1CCC(=O)N1CCCC(Nc2ccccc2)C1 (configuration not stated) the results were RBX1-CUL1 inh -8.4.
`CC(C)(C)C(=O)C1C(=O)C(=O)N(Cc2ccccc2)C1c1ccccc1F` (configuration not stated) gave RBX1-CUL1 inh -0.8.
`COc1ccc(C(=O)CSc2nnc(-c3ccccc3)o2)cc1` gave RBX1-CUL1 inh -3.8.
Screening O=C(Nc1cccnc1)c1ccc(Cl)c(Cl)c1 returned RBX1-CUL1 inh 5.6.
N#Cc1cccc(NC(=O)c2ccc(-c3ccccc3)cc2)c1 was read as RBX1-CUL1 inh 1.1.
Screening O=C(Nc1ccccc1)C1CCN(C(=O)c2ccccc2F)CC1 returned RBX1-CUL1 inh 4.0.
Screening CCN(CC)CCSC1=NC(=O)CC(=O)N1 returned RBX1-CUL1 inh 4.5.
For CN(C)S(=O)(=O)N1CCC(C(=O)Nc2ccc(Oc3ccccc3)cc2)CC1 the results were RBX1-CUL1 inh 3.4.
`CC(C)(C)c1cc(N=CCc2nnnn2-c2ccc(Cl)c(Cl)c2)no1` gave RBX1-CUL1 inh 4.8.
O=C(CCn1cnc2ccccc2c1=O)Nc1nnc(SCc2ccccc2Cl)s1 was read as RBX1-CUL1 inh 0.2.
For CCn1c(C)nc2cc(C(=O)OCC(F)(F)C(F)(F)C(F)(F)C(F)F)ccc21 the results were RBX1-CUL1 inh 0.5.
Screening CCOc1ccccc1C(=O)Nc1ccc(Oc2ccc(C(=O)O)c(C(=O)O)c2)cc1 returned RBX1-CUL1 inh 10.2.
`C=CCCCOc1cc(=O)oc2ccccc12` gave RBX1-CUL1 inh 1.2.
`O=C(NCc1cccnc1Oc1ccccc1)C1CCOCC1` gave RBX1-CUL1 inh 7.5.
Screening COc1c(Cl)cc(Cl)cc1CNCC1CCNCC1 returned RBX1-CUL1 inh 2.1.

6 records drawn at random from those above:
Screening Cc1ccc(C)c(-c2cn3c(C(=O)N4CCOCC4)csc3n2)c1 returned RBX1-CUL1 inh 13.3.
For CCn1c(C)nc2cc(C(=O)OCC(F)(F)C(F)(F)C(F)(F)C(F)F)ccc21 the results were RBX1-CUL1 inh 0.5.
Screening O=C(Nc1ccccc1)C1CCN(C(=O)c2ccccc2F)CC1 returned RBX1-CUL1 inh 4.0.
For CCc1nc2ccccc2n1CCC(=O)N1CCCC(Nc2ccccc2)C1 (configuration not stated) the results were RBX1-CUL1 inh -8.4.
`CC(C)(C)c1cc(N=CCc2nnnn2-c2ccc(Cl)c(Cl)c2)no1` gave RBX1-CUL1 inh 4.8.
Screening Cc1cnc(NC(=O)c2oc3ccccc3c2C)s1 returned RBX1-CUL1 inh 2.7.

Other results follow.
Screening O=C(O)c1cc([N+](=O)[O-])cnc1Nc1cccc(C(F)(F)F)c1 returned RBX1-CUL1 inh 15.8.
For COc1ccccc1C(=O)Nc1nnc(S(=O)(=O)N2CCCCC2)s1 the results were RBX1-CUL1 inh -1.2.
Screening CS(=O)(=O)N(CC(=O)NC1CCCC1)c1ccc(Oc2ccccc2)cc1 returned RBX1-CUL1 inh -1.3.
For COc1cc(OC)cc(C(=O)NNC(=O)c2ccc(Cl)c(Cl)c2)c1 the results were RBX1-CUL1 inh -1.0.
`O=C(NCCN1CCCC1)Nc1nnc(CCc2ccccc2)s1` gave RBX1-CUL1 inh 5.4.
For O=C(C1CCN(c2ncnc3c2nc2n3CCCCC2)CC1)N1CCN(c2ccccc2F)CC1 the results were RBX1-CUL1 inh -2.6.
Screening COCCNC(=O)C1CC(=O)N(c2ccc(C)cc2C)C1 (configuration not stated) returned RBX1-CUL1 inh 20.7.
For CCC1CN(C(=O)C2CCN(S(=O)(=O)c3c(C)noc3/C=C/c3ccc(C)cc3)CC2)c2cc(C)ccc2O1 (configuration not stated) the results were RBX1-CUL1 inh -7.6.
For CCCCC(Br)C(=O)c1ccc(-c2ccc(CCC)cc2)cc1 (configuration not stated) the results were RBX1-CUL1 inh -4.8.
Screening Cc1cc(C(=O)Nc2sc3c(c2C(=O)NC2CC2)CCC3)no1 returned RBX1-CUL1 inh -3.9.
Screening Cc1cc(N2CCC(C)CC2)c2nncn2n1 returned RBX1-CUL1 inh 2.8.
Screening CCN(CCCNC(=O)CN1N=C(c2ccc(OC)cc2)CCC1=O)c1cccc(C)c1 returned RBX1-CUL1 inh -0.2.
Screening COc1ccc(C(=O)N2C[C@H](O)[C@@H](N3CCC4(CC3)OCCO4)C2)cc1 returned RBX1-CUL1 inh -1.1.
CCCCNC(=O)CCCCC(=O)N/N=C/c1ccccc1Cl was read as RBX1-CUL1 inh 0.9.
CCN(CC)c1ccc(CNc2ncn[nH]2)cc1 was read as RBX1-CUL1 inh 1.6.
`Fc1ccccc1C1=NC(c2ccc(C(F)(F)F)cc2)=Nc2ccccc2N1` gave RBX1-CUL1 inh -8.7.
For Cc1nn(-c2ccc(N3CCOCC3)nn2)c(C)c1CCC(=O)NCc1ccc(Cl)cc1 the results were RBX1-CUL1 inh -9.5.
For COc1ccc(NS(=O)(=O)c2ccc(N3CCCCS3(=O)=O)cc2)cc1Cl the results were RBX1-CUL1 inh -3.7.
For CC(=O)c1ccc(NC(=O)CCCC(=O)OCC(=O)c2ccc(-c3ccccc3)cc2)cc1 the results were RBX1-CUL1 inh -6.9.
Screening COc1ccc(OCc2n[nH]c(=S)n2-c2ccccc2)cc1 returned RBX1-CUL1 inh -6.7.
For CCOc1ccc(CNC(=O)c2nn(-c3ccc(OC)cc3)c(=O)c3c2c2ccccc2n3C)cc1 the results were RBX1-CUL1 inh -5.4.
CCOC(=O)c1c(NC(=O)CSc2cn(CCNC(=O)c3ccc(OC)c(OC)c3)c3ccccc23)sc2c1CCC2 was read as RBX1-CUL1 inh -4.2.
Screening Cc1ccc(N2CCN(C(=O)C34CC5CC(CC(C5)C3)C4)CC2)c(C)c1 returned RBX1-CUL1 inh 14.8.
Screening CC(C)CC1(C2CCN(C(=O)c3ccc(F)c(Cl)c3)CC2)NC(=O)N(Cc2cccs2)C1=O (configuration not stated) returned RBX1-CUL1 inh -0.2.
COc1ccc(CN2CC[C@@H](N3CCN(c4ccccn4)CC3)[C@H](O)C2)cc1F was read as RBX1-CUL1 inh 3.9.
COCCc1nc2ccc(C(=O)NCc3cn4nc(C)sc4n3)cc2o1 was read as RBX1-CUL1 inh 0.8.
`Cc1cccc(-c2noc(CN(C(C)C)S(=O)(=O)c3ccc(Br)cc3)n2)c1` gave RBX1-CUL1 inh 9.3.
For Cc1cc(/C=N/NC(=O)C(=O)Nc2cccc(Cl)c2)c(C)n1-c1ccccc1C(F)(F)F the results were RBX1-CUL1 inh -6.9.
Screening CC1=NC2=C(C(=O)CC(C)(C)C2)C(Cc2ccccc2)C1C#N (configuration not stated) returned RBX1-CUL1 inh 2.7.
Screening CC1(C)OC(=O)C(=Cc2ccc(Nc3cc(C(F)(F)F)cc(C(F)(F)F)c3)o2)C(=O)O1 returned RBX1-CUL1 inh 87.9*.
Screening CCn1c2ccccc2c2nnc(N3CCN(c4cccc(C)c4C)CC3)nc21 returned RBX1-CUL1 inh 4.5.
Screening Cc1ccccc1Cn1nnc2c(=O)[nH]c(C3CCN(C(=O)c4ccccc4)CC3)nc21 returned RBX1-CUL1 inh -0.5.
`Cc1ccc(C(n2nc(C)cc2C)n2nc(C)cc2C)cc1` gave RBX1-CUL1 inh -3.1.
`Fc1ccc(-c2nc(=S)c3c(o2)CCCC3)cc1` gave RBX1-CUL1 inh -6.6.
COc1ccc(C2C(C(=O)Nc3ccccc3)C(C)=Nc3nc(-c4ccc(Cl)cc4)nn32)cc1 (configuration not stated) was read as RBX1-CUL1 inh -3.8.

Screening data from PubChem.
